# GDH-TPI inh – counter-screen for M. tuberculosis FBA inhibitors: GDH-TPI coupled enzymes; GDH-TPI coupled enzyme counterscreen, NADH absorbance; inhibition, % at 4.8 µM; 1.2% of 360,000 active; AID 588335; in the data active = inhibition above about 30%;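 note: 0% = DMSO wells and 100% = wells lacking the enzyme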
# BioA inh – BioA (M. tuberculosis) enzyme inhibition; inhibition, % at 9.99 µM; purified M. tuberculosis BioA enzyme, plate reader; 0.096% of 360,000 active; AID 602481; in the data active = inhibition above about 40%; inconclusive = no clear call, values can overlap the other calls
# BoNT A protease – BoNT A light chain protease inhibition | 0.17% of 360,000 active | AID 588499 | inhibition, % at 10 µM | multiplex microsphere protease substrate cleavage, flow cytometry; note: plate controls were buffer without enzyme for full effect and enzyme alone for no effect
# BoNT F protease – inhibitors of Botulinum neurotoxin F light chain protease; Multiplex microsphere protease cleavage assay, flow cytometry; inhibition, % at 10 µM; 0.22% of 360,000 active; AID 588497; in the data active = inhibition above about 35%, passing the limit was not always enough; inconclusive = no clear call, values can overlap the other calls; note: plate controls were buffer without enzyme for full effect and enzyme alone for no effect
# Mtb UGM inh – Mtb UDP-galactopyranose mutase inhibition | P9WIQ1 | purified UGM, fluorescence polarization probe displacement | inhibition, % at 10 µM | 0.06% of 320,000 active; in the data active = inhibition above about 10%, passing the limit was not always enough; inconclusive = no clear call, values can overlap the other calls
# Anthrax LF inh2 – blocks Bacillus anthracis lethal factor protease; 0.12% of 360,000 active; inhibition, % at 10 µM; P15917; multiplex microsphere protease cleavage assay, LF; note: plate controls were buffer without enzyme for full effect and enzyme alone for no effect
# Target sequence (P15917 whole entry, looked up): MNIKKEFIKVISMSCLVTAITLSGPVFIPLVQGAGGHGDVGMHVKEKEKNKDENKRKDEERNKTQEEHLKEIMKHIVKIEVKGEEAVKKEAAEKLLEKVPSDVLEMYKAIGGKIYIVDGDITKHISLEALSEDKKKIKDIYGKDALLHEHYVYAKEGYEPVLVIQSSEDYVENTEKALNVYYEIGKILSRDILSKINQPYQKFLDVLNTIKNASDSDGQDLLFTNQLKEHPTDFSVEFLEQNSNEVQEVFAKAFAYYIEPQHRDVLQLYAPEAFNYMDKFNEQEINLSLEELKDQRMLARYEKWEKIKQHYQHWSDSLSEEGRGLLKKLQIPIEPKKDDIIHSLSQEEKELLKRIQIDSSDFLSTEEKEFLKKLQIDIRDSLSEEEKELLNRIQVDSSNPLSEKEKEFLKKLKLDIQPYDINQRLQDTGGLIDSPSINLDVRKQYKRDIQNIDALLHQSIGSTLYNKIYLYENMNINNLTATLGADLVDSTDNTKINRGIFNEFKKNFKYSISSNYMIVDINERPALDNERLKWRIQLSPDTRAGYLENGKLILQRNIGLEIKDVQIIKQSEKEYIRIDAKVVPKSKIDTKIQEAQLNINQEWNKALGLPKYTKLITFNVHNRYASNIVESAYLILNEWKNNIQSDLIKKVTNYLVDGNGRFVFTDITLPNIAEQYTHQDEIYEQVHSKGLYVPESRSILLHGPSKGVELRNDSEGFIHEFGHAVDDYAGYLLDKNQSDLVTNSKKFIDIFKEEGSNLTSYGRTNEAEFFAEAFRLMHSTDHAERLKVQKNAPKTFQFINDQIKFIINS
# FadD28 FP inh – M. tuberculosis FadD28 bisubstrate binding inhibition; FadD28 bisubstrate probe binding, fluorescence polarization; inhibition, % at 12.5 µM; 0.22% of 360,000 active; AID 588549; in the data active = inhibition above about 8.5%, passing the limit was not always enough; inconclusive = no clear call, values can overlap the other calls
# PfHsp40 yeast – rescue of PfHsp40-mediated yeast toxicity; 0.68% of 340,000 active; growth rescue, % at 12.5 µM; S. cerevisiae expressing PfHsp40, growth rescue, ATP luminescence; in the data active = growth rescue above about 28%, passing the limit was not always enough; inconclusive = no clear call, values can overlap the other calls;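 note: yeast W303a lacking pdr1 and pdr3 grown in galactose medium; growth measured after three days at 30 °C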
# Mtb FBA inh – Mtb fructose-bisphosphate aldolase inhibition; P9WQA3; 2.3% of 360,000 active; purified M. tuberculosis FBA, fluorescence read-out; AID 588726; inhibition, % at 1 µM; in the data active = inhibition above about 27%;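 note: 0% = vehicle and 100% = reference inhibitor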
# Starred values were filed as active, the others as inactive; ? = inconclusive; . = not tested or not shown. Cut-off read from the data, not from the text of the source, unless noted: active = inhibition above about 30%; inconclusive = no clear call, values can overlap the other calls; inactive = below that.
SMILES,GDH-TPI inh,BioA inh,BoNT A protease,BoNT F protease,Mtb UGM inh,Anthrax LF inh2,FadD28 FP inh,PfHsp40 yeast,Mtb FBA inh
Cc1ccc(N2C(=O)NC(=O)C(CCc3ccccn3)(Cc3cccc(Cl)c3Cl)C2=O)cc1 (configuration not stated),4,-1.4,-0.6,-5,-0.1,-1,1.2,0.6,2
CCCCOC(=O)Nc1ccc(S(=O)(=O)Nc2nccs2)cc1,-5,.,.,.,-3.1,.,0.3,-0.4,4
CCc1cc(=O)oc2cc(C)cc(OCC(=O)N[C@@H](CSCc3ccccc3)C(=O)O)c12,-2,0.8,-1.1,-3,2.7,-4,-3.3,0.7,37*
COC(=O)C1=C(C)NC(=O)NC1c1cccc(OC)c1OCc1ccccc1 (configuration not stated),7,3.2,0.5,6,-3.6,2,-1.9,-0.7,6
c1ccc(Cn2nnc(-c3ccccc3)n2)cc1,10,0.0,1.4,9,-3.1,4,-2.0,1.0,1
CC1Cc2ccccc2N1C(=O)COc1nc2ccccc2nc1N1CCOCC1 (configuration not stated),3,2.5,0.4,-4,1.3,0,-2.3,-0.8,-4
CCOC(=O)c1cccc(NC(=O)c2ccc(F)cc2F)c1,-12,1.9,-0.2,-1,5.8,-4,-1.4,-0.8,-2
COc1ccc(S(=O)(=O)NCc2ccc(C(=O)NCCCN3CC(C)CC(C)C3)cc2)cc1 (configuration not stated),3,-3.1,-1.2,2,2.1,2,-0.5,1.2,-1
CCOC(=O)CC(NC(=O)c1ccc(C)cc1)c1ccc(C)cc1 (configuration not stated),3,.,0.4,-2,0.4,0,1.6,1.3,3
Cc1ccc(C)c(S(=O)(=O)Nc2nc3ccc(S(N)(=O)=O)cc3s2)c1,4,.,-0.2,-1,-1.4,-1,-0.1,1.0,3
CN(CC(=O)Nc1ccccc1Br)C(=O)c1ccccc1Sc1ccccc1C#N,-4,-7.0,-0.9,-6,.,9,-2.1,1.2,0
COc1ccc(C(CNC(=O)C2CC(=O)N(Cc3ccc(C)cc3)C2)N(C)C)cc1 (configuration not stated),8,-1.4,-0.2,-8,1.2,-5,-1.5,-1.3,0
O=C(CNC(=O)c1cccnc1)N=Nc1c(O)[nH]c2c(Br)cc(Br)cc12,12,-2.3,-0.6,7,-0.2,6,-0.2,-1.8,1
CCN(CC)S(=O)(=O)c1ccc(N2CCOCC2)c(NC(=O)C23CC4CC(CC(Cl)(C4)C2)C3)c1,1,.,-0.2,-4,-2.2,0,-1.0,0.2,1
Cc1cc(C)n2nc(C(=O)Nc3ccc(S(=O)(=O)N4CCCC4)cc3)nc2n1,7,-1.7,0.3,2,-0.2,-5,0.3,-0.7,3
COc1ccc(CN2CCC(CNS(=O)(=O)c3cccc(C(F)(F)F)c3)CC2)cc1,-2,1.4,-0.4,17,0.8,0,-2.4,0.4,-1
O=C(Cc1ccccc1F)c1ccc(O)cc1O,25,0.2,-1.0,4,0.1,-1,-4.2,-2.1,-4
CC(NC(=O)CSc1nnc(-c2cccc(S(=O)(=O)N3CCCCC3)c2)o1)C12CC3CC(CC(C3)C1)C2 (configuration not stated),9,-0.8,-0.1,-7,-1.2,4,-4.6,-0.5,3
CN(C)C(=O)COc1ccc(S(=O)(=O)c2ccc(OCC(=O)N(C)C)cc2)cc1,-4,-1.6,2.0,0,2.4,2,-1.0,-0.7,0
Cc1ccc(-n2nc3c(=O)n(CCCC(=O)N4CCCCC4)nc(C)c3c2C)cc1,-1,14,-1.9,3,0.1,0,-4.1,-0.6,-3
COc1ccc(-c2cc(C(=O)N(C)CC(=O)Nc3cccc(F)c3)c3ccccc3n2)cc1,7,-1.7,-10,-17,-1.4,1,-1.6,-1.5,54*
COCCNC(=O)C1Cc2c(-c3cccc(NC(C)=O)c3)ccnc2O1 (configuration not stated),2,0.7,-0.2,-1,.,-4,-1.6,.,3
COc1ccc(-n2ncc3c2CC(C)(C)CC3NC(=O)CCN2CCCC2=O)cc1 (configuration not stated),-6,1.8,.,.,0.1,.,-1.8,-0.3,3
Cc1ccc(C2(C(F)(F)F)NC(=O)N3CCCN=C3S2)cc1 (configuration not stated),0,-0.9,-0.7,-11,4.5,1,-3.3,0.3,-1
O=c1ccc(Cl)nn1-c1ccccc1,-2,-2.6,-5.2,?,-0.7,-9,-2.2,12,-1

# Quoted from the results shown, 2 compounds:
SMILES,GDH-TPI inh,BioA inh,BoNT A protease,BoNT F protease,Mtb UGM inh,Anthrax LF inh2,FadD28 FP inh,PfHsp40 yeast,Mtb FBA inh
Cc1ccc(N2C(=O)NC(=O)C(CCc3ccccn3)(Cc3cccc(Cl)c3Cl)C2=O)cc1 (configuration not stated),4,-1.4,-0.6,-5,-0.1,-1,1.2,0.6,2
CCCCOC(=O)Nc1ccc(S(=O)(=O)Nc2nccs2)cc1,-5,.,.,.,-3.1,.,0.3,-0.4,4

# Next section.
SMILES,GDH-TPI inh,BioA inh,BoNT A protease,BoNT F protease,Mtb UGM inh,Anthrax LF inh2,FadD28 FP inh,PfHsp40 yeast,Mtb FBA inh
COc1cccc(O)c1CN1CCCC(C(=O)c2cccc(C(F)(F)F)c2)C1 (configuration not stated),-3,-0.2,-0.2,1,-1.1,-5,0.0,-0.3,-2
COc1ccc(C2NC(=O)NC3=C2C(=O)CCC3)cc1 (configuration not stated),-2,0.3,0.6,?,0.0,1,-3.5,-0.5,0
O=C(O)c1cccc(-n2c(-c3cnccn3)n[nH]c2=S)c1,3,-1.0,-1.1,-13,-3.6,0,-2.1,0.5,2
Cc1cccc(NC(=S)N2CCC(N(C)CC3CCCO3)CC2)c1C (configuration not stated),8,-0.9,-0.5,-7,1.1,-2,-0.8,-1.6,3
Cn1nc(C(=O)OCC(=O)Nc2ccccc2OC(F)F)c2ccccc2c1=O,-6,0.2,4.5,8,1.3,3,-3.8,0.8,-2
Cc1ccc(CC2(OCCN(C)C)CCC(C(C)(C)C)CC2)cc1 (configuration not stated),-2,.,-0.4,-42,.,-9,-3.8,-1.2,-1
CC(C)(C)NCc1ccc(OCc2cccs2)cc1,-5,-1.6,-0.5,-9,1.2,0,-1.6,-2.9,0
Oc1ccccc1C=NCCN=Cc1ccccc1O,6,.,-1.8,0,4.0,2,-0.3,-1.2,-6
Cc1ccc(S(=O)(=O)N(C)C)cc1NC(=S)Nc1cccc2ccccc12,-3,0.2,0.0,-2,-2.7,4,-5.4,-0.2,34*
O=C(c1cc2ccccc2o1)N1CCN(S(=O)(=O)c2ccccc2)CC1,2,-1.0,-5.1,6,.,-4,0.5,0.0,4
CC[N+](C)(C)CC/C=C1/c2ccccc2Sc2ccc(Cl)cc21,5,-0.9,-0.6,-5,-1.3,-6,-1.5,.,1
COc1ccc(-c2ccc(CN3C(C(C)C)C(=O)N(Cc4cn(Cc5ccco5)nn4)CCS3(=O)=O)cc2)cn1 (configuration not stated),-6,0.1,-0.4,-5,.,-4,-4.7,.,-1
Cc1cc(C(=O)NNC(=S)NCc2ccccc2)cs1,9,-1.2,0.0,1,-3.6,1,2.4,-0.1,2
CCCCCn1c(CN2CCN(CCO)CC2)nc2c1c(=O)n(C)c(=O)n2C,4,-2.2,-1.0,-4,-2.4,-12,-1.2,-0.1,3
O=C(CN(c1ccc(Cl)c(C(F)(F)F)c1)S(=O)(=O)c1ccccc1)N/N=C/c1cccc2c1OCCO2,10,.,0.0,-3,0.9,-5,0.7,-0.3,4
CCN(C(C)=O)c1nc(CCl)cs1,-3,-0.4,-0.3,-1,-0.2,-2,-2.5,-1.2,-1
COc1cc(/C=C2/SC(=S)N(CC(=O)NC(C)(C)C)C2=O)cc(OC)c1OC,2,-0.2,31*,28,1.6,27,-2.7,0.1,-2
CC(C)(CNC(=O)Cc1ccc(Br)cc1)N1CCOCC1,2,-2.3,-2.4,-16,-0.6,-4,-2.5,0.7,2
COc1ccc(NC(=O)c2ccccc2)cc1,3,-0.8,0.7,-33,0.2,-12,0.6,-2.3,1
CC(C)(C)C(=O)COC(=O)c1ccc(N)c([N+](=O)[O-])c1,-4,.,0.0,-2,-0.7,2,-0.7,-1.5,5
COc1ccccc1N1CCN(C(=O)c2cc3c(=O)n(C)c4ccccc4c3n2C)CC1,3,1.4,0.5,-6,0.4,-1,1.2,-0.2,-1
CN1CCN(c2nc3ccccn3c(=O)c2C=C(C#N)C#N)CC1,19,-1.2,1.4,8,-0.9,1,-0.9,-2.3,2
CCC(=O)Nc1ccc2c(c1)nc(CCN1CCCCC1)n2C,-1,1.7,-4.2,-6,-0.3,4,-0.5,-0.9,5
CCc1nnc(NC(=O)CSc2nnc(-c3ccccc3O)o2)s1,4,0.0,-0.3,-4,0.3,-1,-1.0,21,15
CC(C)(C)c1ccc(-c2cc(C(=O)NNC(=O)Nc3ccccc3)c3ccccc3n2)cc1,19,0.3,0.4,-10,3.3,0,-2.1,-1.4,4

# Further results.
SMILES,GDH-TPI inh,BioA inh,BoNT A protease,BoNT F protease,Mtb UGM inh,Anthrax LF inh2,FadD28 FP inh,PfHsp40 yeast,Mtb FBA inh
O=C(NCc1ccco1)c1nc2ncccn2n1,7,-2.0,-0.3,1,1.3,-8,-0.8,-0.2,5
COc1ccc(Cc2nnc(SCC(=O)Nc3ccc(C)c(C)c3)o2)cc1OC,0,.,3.5,6,0.6,-2,0.7,0.7,-2
COc1ccccc1OCC#CCN1CCCC1,-4,0.3,-2.5,-7,1.3,-2,-2.6,-1.6,-10
O=C(O)C1=C[C@@H](c2ccc3c(c2)OCO3)C[C@@H](OCCCCO)O1,11,-0.2,0.7,0,-1.1,-4,-0.5,19,7
CCN(CC)N=Nc1ccc(C(=O)O)cc1,16,.,0.0,4,1.7,0,-0.6,1.9,5
O=C(O)c1ccc(/C=N/Nc2cccc(C(F)(F)F)c2)cc1,24,.,-0.4,-4,2.4,2,2.5,?,-7
O=C(CC(=O)Nc1ccccc1C(F)(F)F)Nc1ccccc1C(F)(F)F,6,-0.8,0.8,3,-0.5,-1,1.3,-0.4,3
CC(C)C(NC(=O)c1cccs1)C(=O)NC1=NCCS1 (configuration not stated),7,-0.5,?,3,2.7,-1,-1.3,-0.8,2
Cc1ccc(-n2nc3c(c2NC(=O)c2c(F)cccc2Cl)CS(=O)(=O)C3)cc1C,3,0.0,0.9,7,1.0,-3,-5.1,-0.9,-3
CCOP(=O)(OCC)/C(C#N)=C/c1c[nH]c2ccccc12,7,3.7,-0.9,0,0.4,6,-6.2,-1.4,-1
Cc1ccc(-n2c(=O)cc(N3CCCCCC3)[nH]c2=O)cc1,14,-1.5,-0.4,-5,2.9,-6,-0.8,-1.0,3
CN1C(=O)S/C(=C/c2ccc(OCc3cccc(C(=O)O)c3)cc2)C1=O,14,-0.1,1.6,9,6.8,-2,-4.1,1.0,0
O=C(c1nc2ccc(Cl)cn2c1CNCCn1ccnc1)N1CCCCCCC1,13,-2.1,0.3,0,1.3,1,-0.7,-1.1,-1
Cc1ccc(SCC(=O)N(C)C2CCS(=O)(=O)C2)c(C)c1 (configuration not stated),8,0.8,0.1,-8,-2.8,-1,-1.6,-1.5,2
Cc1nnc(NC(=O)CSc2nnc(CNC(=O)c3ccccc3)n2-c2ccccc2)s1,-2,2.4,-0.6,1,-0.1,3,0.0,0.1,1
NC(Cc1nc2ccccc2[nH]1)c1ccc(Cl)cc1 (configuration not stated),6,0.3,.,.,-1.9,.,-4.5,2.5,2
C=CCn1c(SCc2ccc(C#N)cc2)nnc1-c1ccccc1,-1,32,-0.2,0,0.4,2,0.6,-1.1,5
COc1ccc(OC)c(NC(=O)COc2coc(CN3CCc4ccccc43)cc2=O)c1,4,1.5,.,.,4.0,.,-3.5,-0.1,-2
COc1ccc(CCNC(=O)CC2C(=O)NCCN2CC(C)(C)C)cc1 (configuration not stated),0,1.4,0.7,2,-0.8,4,-1.4,0.1,0

# Copied from the list.
# PfHsp40 yeast result of CCN(CC)N=Nc1ccc(C(=O)O)cc1 reads 1.9
# Mtb UGM inh result of Cc1ccc(-n2c(=O)cc(N3CCCCCC3)[nH]c2=O)cc1 reads 2.9
# BioA inh result of C=CCn1c(SCc2ccc(C#N)cc2)nnc1-c1ccccc1 reads 32
# PfHsp40 yeast result of COc1ccccc1OCC#CCN1CCCC1 reads -1.6
# BioA inh result of Cc1nnc(NC(=O)CSc2nnc(CNC(=O)c3ccccc3)n2-c2ccccc2)s1 reads 2.4
# Mtb UGM inh result of CCOP(=O)(OCC)/C(C#N)=C/c1c[nH]c2ccccc12 reads 0.4

# Screens (PubChem BioAssay)
